High-throughput results as filed in PubChem BioAssay.
aSyn yeast inh: inhibitors of alpha-synuclein toxicity in yeast; Yeast expressing alpha-synuclein, growth rescue, BacTiter-Glo, 24 h; Potency, µM (series often up to 46.1 µM), inactives show top-dose growth rescue (activation), most hits filed as activators; 370,000 compounds, 0.14% hits; AID 652106; also: potency is read from the fitted curve at half-maximal effect; % of control where 0% means no effect; nearly all actives have a fitted effect of over 65% in size
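Galactose-induced alpha-syn yeast (OD600=0.02, raffinose-pregrown) + pinned cpd, 24 hr, 30 deg C; growth by BacTiter-Glo luminescence. Growth restoration scores as activation.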
EPAC2 antagonist: blocks human EPAC2 exchange factor. Q8WZA2. EPAC2 GEF exchange of Rap1B-BODIPY-GDP, fluorescence. Potency, µM (top dose mostly 114 µM), for the others: top-dose activity, negative = inhibition, hits mostly inhibitors. 360,000 compounds, 0.18% hits; also: potency is read from the fitted curve at half-maximal effect; % is scaled to controls: 0 for no effect and ±100 for the full control effect; nearly all actives have a fitted effect of over 45% in size; many of its hits are not listed in these tables
EPAC2 ag: agonists of human EPAC2 (RAPGEF4); EPAC2 activation, biochemical qHTS; response scale: 100% = 6.5 mM cAMP response; AID 720711; Potency, µM (top dose mostly 154 µM), for the others: top-dose activation, hits mostly activators; 360,000 compounds, 0.079% hits; also: potency is read from the fitted curve at half-maximal effect; nearly all actives have a fitted effect of over 50% in size
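In this primary screen, activation is scored as increased exchange of BODIPY-GDP from Rap1B by 100 nM EPAC2, with 50 uM GDP as competitor. Signal is normalized to the 6.5 mM cAMP agonist control.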
D3 antag: blocks the human D3 dopamine receptor; D3R cells, DiscoveRx beta-arrestin luminescence, antagonist mode; stronger effect = lower value; max response, negative = inhibition, %; AID 652054; 360,000 compounds, 2.5% hits; in the data active = max response below about -50%; inconclusive = no clear call, values can overlap the other calls; also: % is scaled to controls: 0 for no effect and ±100 for the full control effect; mostly tested at two doses, the higher about 12 µM
Target sequence (P35462 whole entry, looked up): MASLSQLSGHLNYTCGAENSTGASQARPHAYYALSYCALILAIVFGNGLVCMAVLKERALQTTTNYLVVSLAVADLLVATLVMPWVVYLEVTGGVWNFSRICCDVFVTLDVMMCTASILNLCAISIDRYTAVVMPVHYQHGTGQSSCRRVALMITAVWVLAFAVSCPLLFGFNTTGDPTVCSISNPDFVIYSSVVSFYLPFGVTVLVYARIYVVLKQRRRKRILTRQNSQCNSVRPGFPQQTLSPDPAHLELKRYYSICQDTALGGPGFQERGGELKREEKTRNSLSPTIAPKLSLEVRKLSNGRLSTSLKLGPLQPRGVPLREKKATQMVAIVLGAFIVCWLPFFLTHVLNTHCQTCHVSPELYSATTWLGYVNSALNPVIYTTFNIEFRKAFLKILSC
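Cells expressing the human receptor were seeded at 1500 cells/well, incubated overnight at 37 degrees C in 5% CO2, then exposed to library compounds with dopamine controls for 90 minutes at 37 degrees C before luminescent detection.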
Abeta rescue: compounds reversing amyloid beta toxicity in yeast; Potency, µM (doses to about 46.1 µM), for inactives: at the highest dose growth rescue, hits mostly activators; 410,000 compounds, 0.063% hits; yeast expressing A-beta42, growth rescue, OD600, 48 h; response scale: 0% DMSO, 100% iron-clioquinol control; also: potency is read from the fitted curve at half-maximal effect; nearly all actives have a fitted effect of over 55% in size
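Yeast A-beta toxicity model in growth medium with pinned compounds, 48 h at 30 C; growth read as absorbance at 600 nm. Normalized to FeCl3/clioquinol equimolar mix (positive) and DMSO (negative).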
FUS suppressor: FUS proteinopathy suppression in yeast; S. cerevisiae FUS-expressing, growth rescue, OD600, 24 h; Potency, µM (highest dose often 76.6 µM), for inactives: top-dose growth rescue (activation), hits mostly activators; 390,000 compounds, 0.24% hits; AID 1347120;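 also: potency is read from the fitted curve at half-maximal effect; plate controls were DMSO vehicle for no effect and reference control for full effect; nearly all actives have a fitted effect of over 55% in size; some results filed as inactive show a strong effect at the top dose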
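Toxicity suppression screen in FUS-yeast. Cells induced with 2% galactose, starting OD 0.005, treated 24hr at 30C with compounds at multiple final concentrations; growth by OD600.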
TDP43 rescue: TDP-43 toxicity inhibition in yeast. TDP-43 expressing yeast growth rescue, BacTiter-Glo, 24 h. Potency, µM (titrated, usually from 46.1 µM), inactives show at the highest dose growth rescue (activation), actives largely listed as activators. 410,000 compounds, 1.8% hits; also: potency is read from the fitted curve at half-maximal effect; % of control where 0% means no effect; nearly all actives have a fitted effect of over 50% in size
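Luminescence from BacTiter-Glo reports growth of TDP-43-expressing yeast after 24 hr at 30 deg C with compound. Cells were raffinose-pregrown to mid-log, then seeded in galactose medium at OD600=0.02.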
D3 ag: agonists of human D3 dopamine receptor; D3R DiscoveRx beta-arrestin cells, luminescence, 90 min; max activation, %; 410,000 compounds, 0.58% hits; AID 652048; in the data active = max activation above about 30%; also: 0% is about no effect; mostly tested at two doses, the higher about 12 µM
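Agonist-mode cell screen: cells plated at 1500/well and incubated overnight at 37 °C, then exposed to library compounds for 90 min at 37 °C. Detection reagent was added for 30–60 min at room temperature, and luminescence was read.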
Numbers without * were called inactive; ? = inconclusive; . = no result given; & = joins results of further samples; [ ] = another dose, or the depositor's remark. Unless noted, calls follow the shape of the dose curve; as a rule, active = well fitted curve in the direction sought with a large enough effect; inconclusive = small, poorly fitted or top-dose-only effect, or another doubt; inactive = no such curve, though single readings can be large; an effect the other way counts as inactive or inconclusive.

SMILES	aSyn yeast inh	EPAC2 antagonist	EPAC2 ag	D3 antag	Abeta rescue	FUS suppressor	TDP43 rescue	D3 ag
Cc1ccc(/C=N/NC(=O)Cc2cccs2)o1	-1%	-3%	11%	-13	-8%	.	5%	-4
CCOC(=O)c1ccc(-n2ccnc2)c(NC(=O)c2ccc(C(C)(C)C)cc2)c1	-3%	22%	18%	?	-17%	.	-16%	-2
CC1(O)CC(c2ccc(Cl)cc2)=NN1C(=O)c1ccc(Cl)cc1 (stereo not given)	-50%[inhibitor]	8%	3%	-8	-33%	41%	-16%	-1
CC(C)Sc1ncc(Cl)c(C(=O)Nc2ccc(S(=O)(=O)Nc3ncccn3)cc2)n1	.	.	.	.	-7%	6%	9%	-10
Cc1ccc(-c2nnc3ccc(SCC(=O)NCc4ccco4)nn23)cc1	4%	-4%	13%	20	-3%	?	-6%	7
COc1ccccc1C(=O)N/C(=C/c1ccco1)C(=O)Nc1cccc(C(=O)O)c1	3%	16%	2%	3	-2%	43%	23%	0
O=C(O)c1ccc(CNS(=O)(=O)c2ccc3ccccc3c2)cc1	-5%	6%	6%	-1	2%	0%	-6%	4
COc1ccc(-n2c(CN3CCN(C)CC3)nc3ccc([N+](=O)[O-])cc3c2=O)c(OC)c1	12%	4%	-5%	16	-13%	-9%	0%	1
CC(NC(=O)CCNS(=O)(=O)c1cccc2nsnc12)c1ccccc1 (stereo not given)	6%	2%	-4%	2	2%&-10%	-19%&22%	0%&18%	-1&7
Cc1ccc(S(=O)(=O)NCC(=O)OCC(=O)Nc2cccc(S(=O)(=O)NC3=NCCCCC3)c2)cc1C	1%	-4%	-4%	14	-1%	6%	-5%	6
Oc1cccc(C2c3[nH]c4ccccc4c3CCN2Cc2cnn(-c3ccccc3)c2)c1 (stereo not given)	8%	1%	17%	6	-7%	9%	5%	-19
FC(F)(F)c1cc(NC2CCCCC2)ccn1	-7%	-8%	7%	-9	-19%	-20%	-9%	0
O=C(COc1ccc(Br)cc1)Nc1ccc(C(=O)Nc2ccccc2C(=O)O)cc1	-1%	-6%	2%	18	-8%	10%	-17%	3
COc1ccc(OCCC(=O)OCC(=O)NC(=O)NC2CCCCC2)cc1	-6%	-11%	11%	-20	11%	?	2%	-8
COc1ccc(NC(=O)c2sc3nc[nH]c(=O)c3c2C)cc1	.	.	.	.	-18%	2%	17%	-4
COc1cccc2c(=O)n(CC(=O)Nc3ccccc3F)ccc12	6%	2%	3%	-7	-7%	1%	-5%	15
CCOC(=O)c1cnn2c(C(F)(F)F)cc(-c3ccco3)nc12	10%	3%	18%	-6	-10%	-6%	12%	-10
NS(=O)(=O)c1ccc(Cl)c(S(N)(=O)=O)c1	2%	1%	3%	9	-6%	-7%	-18%	11&-14
Cc1ccccc1-c1noc(-c2cc(C(C)C)[nH]n2)n1	.	.	.	.	-7%	15%	16%	10
Cc1cc(C)n2cc(CSc3nnc(-c4ccccc4)o3)nc2n1	-3%	?	-20%	?	14%	13%	-1%	3
COc1cc(-c2nnc(SCc3cccnc3)n2C)cc(OC)c1O	-1%	-1%	1%	37	0%	21%	-8%	-13
CCCn1c(SCC(=O)N2CCCc3ccccc32)nnc1-c1ccco1	4%	12%	12%	-18	4%	41%	0%	-5
N#Cc1c(NC(=S)NC(=O)c2ccccc2)sc2c1CCC2	1%	21%	6%	22	0%	.	15%	2
O=c1c2cc(N3CCOCC3)ccc2[nH]c(=S)n1CCCN1CCCCCC1	.	-4%	6%	?	9%	35%	-1%	-11

Arranged by molar mass (smallest number first): some entries from above
SMILES	aSyn yeast inh	EPAC2 antagonist	EPAC2 ag	D3 antag	Abeta rescue	FUS suppressor	TDP43 rescue	D3 ag
COc1ccc(NC(=O)c2sc3nc[nH]c(=O)c3c2C)cc1	.	.	.	.	-18%	2%	17%	-4
COc1cc(-c2nnc(SCc3cccnc3)n2C)cc(OC)c1O	-1%	-1%	1%	37	0%	21%	-8%	-13
O=C(COc1ccc(Br)cc1)Nc1ccc(C(=O)Nc2ccccc2C(=O)O)cc1	-1%	-6%	2%	18	-8%	10%	-17%	3

A different layout for part of the listing above.
Results follow in this order: aSyn yeast inh, EPAC2 antagonist, EPAC2 ag, D3 antag, Abeta rescue, FUS suppressor, TDP43 rescue, D3 ag
O=C(COc1ccc(Br)cc1)Nc1ccc(C(=O)Nc2ccccc2C(=O)O)cc1
    -1%, -6%, 2%, 18, -8%, 10%, -17%, 3
COc1ccc(OCCC(=O)OCC(=O)NC(=O)NC2CCCCC2)cc1
    -6%, -11%, 11%, -20, 11%, ?, 2%, -8
COc1ccc(NC(=O)c2sc3nc[nH]c(=O)c3c2C)cc1
    ., ., ., ., -18%, 2%, 17%, -4
COc1cccc2c(=O)n(CC(=O)Nc3ccccc3F)ccc12
    6%, 2%, 3%, -7, -7%, 1%, -5%, 15

Carrying on.
SMILES	aSyn yeast inh	EPAC2 antagonist	EPAC2 ag	D3 antag	Abeta rescue	FUS suppressor	TDP43 rescue	D3 ag
COc1cc2c(cc1OC)[C@@H](NC(=O)CCc1ccccc1)[C@H](OCc1ccccc1)C2	0%	4%	-2%	16	-4%	12%	7%	-16
Cc1cc(NC(=O)CSCC(=O)N(C)Cc2ccc(Cl)c(Cl)c2)no1	5%	3%	4%	2	24%	27%	12%	1
CCN1/C(=C\C(=S)Nc2ccccc2)Sc2ccccc21	-20%	1%	2%	-14	7%	10%	26%	2
COc1ccc(S(=O)(=O)N2CCCC(C(=O)N3CCN(C)CC3)C2)cc1C (stereo not given)	0%	-3%	-3%	53	-8%	.	-1%	7
CC(C)(C)c1ccc(S(=O)(=O)NC(=O)C2(C)CCN2C(=O)C2(c3ccc(Cl)cc3)CC2)cc1 (stereo not given)	-56%[inhibitor]	-3%	3%	-5	-35%	?	-15%	-3
O=C(O)c1ccc(N/N=C/C(Br)=C/c2ccccc2)cc1	-30%	-6%	9%	-15	-41%[inhibitor]	2%	11µM*	-8
O=C(CS(=O)(=O)c1ccc(Cl)cc1)Nc1nccs1	-1%	-3%	9%	5	1%	-6%	?	0
O=C(NCCOC(=O)c1ccc(C(=O)OCCNC(=O)c2ccccc2)o1)c1ccccc1	-1%	2%	2%	4	7%	12%	17%	-1
COc1ccc(C(=O)N2CCN(c3ncccn3)CC2)cc1	-9%	0%	4%	20	-2%	-29%	2%	2
CCNC(=S)Nc1ccccc1-c1ccccc1	0%	4%	1%	1	24%	-4%	-3%	8
Cc1ccc(NC(=S)N(CCCN2CCOCC2)Cc2cccs2)c(C)c1	-4%	19%	2%	?	-7%	18%	25%	-16
CN1/C(=C\C(=O)COC(=O)c2ccco2)C(C)(C)c2ccccc21	-22%	-26%	15%	-6	-4%	-12%	?	5
CN(Cc1ccccc1)c1c([N+](=O)[O-])c(=O)n(C)c2ccccc12	?	?	13%	20	-17%	?	16µM*	12
CC1CC(NC(=O)N(C)C)N(C)C(=O)N1 (stereo not given)	1%	2%	3%	8	15%	.	4%	3
C/C(O)=C/c1nc2ccccc2[nH]c1=O	0%	-7%	-4%	15	-20%	.	-18%	-1
COc1ccc(/C=N/Nc2cc(C)nc(N3CCOCC3)n2)c(OC)c1	-3%	2%	-1%	8	-14%	5%	-13%	-2
COc1cc(-c2nc(CN3CCCCC3CCNC(C)=O)c(C)o2)ccc1F (stereo not given)	3%	-8%	-3%	1	-5%	-25%	1%	3
CCOC(=O)c1cc(S(=O)(=O)Nc2cc(F)ccc2C)[nH]n1	.	.	.	.	-6%	1%	11%	-11
COc1ncnc(-c2ccccc2)c1-c1ccccc1	0%	?	7%	9	-5%	-2%	12%	2
CNC(=O)CC1C(=O)N(c2ccc(OC)cc2)C(=S)N1NC(=O)c1cccc(F)c1 (stereo not given)	-2%	-2%	2%	-7	-6%	13%	0%	-11
CC1CCN(S(=O)(=O)c2ccc3c(c2)N(CC(=O)N(C)Cc2ccco2)C(=O)CO3)CC1	-5%	-4%	0%	-3	-9%	1%	-2%	-4
CC(C)N(Cc1nc(-c2ccccc2)no1)C(=O)CN(C)S(=O)(=O)c1ccc(Br)cc1	23%	-4%	17%	11	-32%[inhibitor]	48%	?	-9
COc1ccc(NC(=O)CCS(=O)(=O)c2ccc3c(c2)NC(=O)C(C)S3)cc1OC (stereo not given)	0%	-3%	10%	-4	3%	14%	8%	2
COCCN(C(=O)c1ccc(N2C(=O)c3ccccc3C2=O)cc1)c1c(N)n(CC(C)C)c(=O)[nH]c1=O	-1%	8%	-10%	10	5%	1%	5%	0

Compound profiles, as listed above.
CCOC(=O)c1cc(S(=O)(=O)Nc2cc(F)ccc2C)[nH]n1 is entered as aSyn yeast inh: .; EPAC2 antagonist: .; EPAC2 ag: .; D3 antag: .; Abeta rescue: -6%; FUS suppressor: 1%; TDP43 rescue: 11%; D3 ag: -11
COc1ccc(/C=N/Nc2cc(C)nc(N3CCOCC3)n2)c(OC)c1 is entered as aSyn yeast inh: -3%; EPAC2 antagonist: 2%; EPAC2 ag: -1%; D3 antag: 8; Abeta rescue: -14%; FUS suppressor: 5%; TDP43 rescue: -13%; D3 ag: -2

(continued)
SMILES	aSyn yeast inh	EPAC2 antagonist	EPAC2 ag	D3 antag	Abeta rescue	FUS suppressor	TDP43 rescue	D3 ag
COc1ccc(C(CNC(=O)c2ccc(-n3cnnn3)cc2)N2CCOCC2)cc1 (stereo not given)	-2%	5%	16%	0	8%	0%	5%	-4
CC(=O)c1ccc(NS(=O)(=O)Cc2ccccc2)cc1	2%	7%	-8%	9	-3%	?	0%	4
NS(=O)(=O)c1ccc(CCNCC#Cc2ccccc2)cc1	-5%	0%	20%	-23	-1%	-13%	-25%	-14
CCOc1ccc(S(=O)(=O)Nc2cccc(C(=O)N3CCN(c4ccccc4O)CC3)c2)cc1	0%	-11%	8%	19	4%	.	18%	6
COc1ccc(C(=O)N2CCCC(CCC(=O)NCc3ccc(F)c(F)c3)C2)o1 (stereo not given)	6%	9%	17%	7	2%	7%	-6%	-9
Cc1ccc(N2CC(NS(=O)(=O)c3cccnc3)CC2=O)cc1 (stereo not given)	-3%	6%	1%	7	-2%	4%	4%	1
COc1cc2[nH]c(C(=O)NCC3CCCO3)cc2c(OC)c1OC (stereo not given)	4%	4%	3%	-10	0%	-3%	-2%	-17

A portion of the library; rates above refer to the full screens.
